# SSB-PriA inh: inhibitors of Klebsiella pneumoniae PriA binding to SSB C-terminal tail; AlphaScreen SSBct-PriA binding, biotinylated peptide; inhibition, % at 33 µM; 430,000 compounds, 0.6% hits; AID 1272365; in the data active means inhibition mostly above about 37%, no sharp cut-off; inactive means mostly below about 20%;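 further: plate controls were negative control peptide for no effect and reference peptide for full effect; strong numbers were not always called active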
# TcdB inh: TcdB glycohydrolase inhibition; P18177; TcdB glycohydrolase enzymatic assay, plate reader; 350,000 compounds, 0.24% hits; inhibition, % at 9.99 µM; in the data active means inhibition above about 10%
# Target sequence (P18177 whole entry, looked up): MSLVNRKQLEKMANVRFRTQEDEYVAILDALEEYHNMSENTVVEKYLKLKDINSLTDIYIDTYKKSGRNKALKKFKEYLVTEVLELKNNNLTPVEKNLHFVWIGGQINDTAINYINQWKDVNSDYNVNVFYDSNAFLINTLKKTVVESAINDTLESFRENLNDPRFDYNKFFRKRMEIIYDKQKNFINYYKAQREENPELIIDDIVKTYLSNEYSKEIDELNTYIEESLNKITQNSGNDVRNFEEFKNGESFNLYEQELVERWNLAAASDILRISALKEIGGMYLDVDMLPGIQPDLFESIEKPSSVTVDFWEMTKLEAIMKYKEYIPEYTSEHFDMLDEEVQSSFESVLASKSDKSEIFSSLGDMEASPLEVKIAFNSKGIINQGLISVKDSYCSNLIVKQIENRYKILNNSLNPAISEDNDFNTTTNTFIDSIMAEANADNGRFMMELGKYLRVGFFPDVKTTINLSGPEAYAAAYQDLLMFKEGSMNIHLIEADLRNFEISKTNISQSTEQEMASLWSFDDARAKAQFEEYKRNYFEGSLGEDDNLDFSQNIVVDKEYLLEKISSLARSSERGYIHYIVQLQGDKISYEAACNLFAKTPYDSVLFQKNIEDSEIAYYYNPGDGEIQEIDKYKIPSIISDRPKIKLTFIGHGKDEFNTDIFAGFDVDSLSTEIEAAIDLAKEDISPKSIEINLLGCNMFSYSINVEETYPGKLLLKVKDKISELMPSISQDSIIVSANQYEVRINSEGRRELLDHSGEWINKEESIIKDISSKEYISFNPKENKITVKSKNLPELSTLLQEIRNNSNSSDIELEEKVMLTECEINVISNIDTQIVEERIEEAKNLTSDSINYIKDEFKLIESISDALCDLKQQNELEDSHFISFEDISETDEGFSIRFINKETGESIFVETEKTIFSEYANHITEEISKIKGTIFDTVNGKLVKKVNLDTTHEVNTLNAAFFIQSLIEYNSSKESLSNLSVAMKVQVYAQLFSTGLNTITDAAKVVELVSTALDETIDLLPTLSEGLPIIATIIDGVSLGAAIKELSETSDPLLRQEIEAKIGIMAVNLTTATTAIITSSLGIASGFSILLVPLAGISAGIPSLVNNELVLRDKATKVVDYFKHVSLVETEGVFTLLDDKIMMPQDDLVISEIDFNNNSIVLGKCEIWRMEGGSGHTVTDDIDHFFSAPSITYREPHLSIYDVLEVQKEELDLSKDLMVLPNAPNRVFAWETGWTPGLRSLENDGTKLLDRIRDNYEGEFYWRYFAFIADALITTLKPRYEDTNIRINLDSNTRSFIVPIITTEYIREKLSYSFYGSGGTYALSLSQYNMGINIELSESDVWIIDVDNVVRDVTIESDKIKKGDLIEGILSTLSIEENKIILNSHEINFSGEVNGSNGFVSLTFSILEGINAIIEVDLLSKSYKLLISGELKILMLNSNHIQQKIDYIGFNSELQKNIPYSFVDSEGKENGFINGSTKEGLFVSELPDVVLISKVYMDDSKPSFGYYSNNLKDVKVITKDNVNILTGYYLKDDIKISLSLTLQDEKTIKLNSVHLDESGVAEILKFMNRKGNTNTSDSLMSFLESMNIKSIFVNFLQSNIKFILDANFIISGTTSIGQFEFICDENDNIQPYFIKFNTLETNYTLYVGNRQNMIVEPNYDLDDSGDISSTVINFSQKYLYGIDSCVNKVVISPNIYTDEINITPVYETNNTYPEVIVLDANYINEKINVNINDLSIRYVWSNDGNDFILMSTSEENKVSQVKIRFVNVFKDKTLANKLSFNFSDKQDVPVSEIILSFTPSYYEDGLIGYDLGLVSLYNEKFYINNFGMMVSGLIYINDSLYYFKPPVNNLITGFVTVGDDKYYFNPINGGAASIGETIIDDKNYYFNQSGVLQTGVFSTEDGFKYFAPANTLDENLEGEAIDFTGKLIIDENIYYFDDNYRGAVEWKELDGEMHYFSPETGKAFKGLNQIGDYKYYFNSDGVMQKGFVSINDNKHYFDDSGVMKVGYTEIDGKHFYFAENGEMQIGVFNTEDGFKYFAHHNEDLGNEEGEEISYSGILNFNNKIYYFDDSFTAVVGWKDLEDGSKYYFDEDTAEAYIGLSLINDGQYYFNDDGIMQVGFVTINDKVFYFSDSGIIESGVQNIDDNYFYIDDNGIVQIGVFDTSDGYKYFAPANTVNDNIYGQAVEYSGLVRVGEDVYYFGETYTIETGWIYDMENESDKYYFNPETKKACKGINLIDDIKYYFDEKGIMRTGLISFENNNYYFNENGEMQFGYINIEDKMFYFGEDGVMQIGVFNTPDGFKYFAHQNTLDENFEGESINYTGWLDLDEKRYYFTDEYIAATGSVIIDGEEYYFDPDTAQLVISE
# Rv3671c protease: Rv3671c (M. tuberculosis) protease inhibition | P9WHR9 | inhibition, % at 5.96 µM | 320,000 compounds, 0.048% hits; in the data active means inhibition above about 38%;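 further: extracellular domain of Rv3671c used as enzyme; 0% = enzyme with DMSO and 100% = no enzyme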
# 3CLpro inhibitor: SARS-CoV 3CLpro protease inhibition; recombinant SARS-CoV 3CLpro, quenched FRET peptide cleavage; inhibition, % at 6 µM; P0C6X7; AID 1706; 290,000 compounds, 0.14% hits; in the data active means inhibition above about 12%
# MazF activator: increases E. coli MazEF RNase cleavage of RNA | FAM/BHQ RNA-DNA oligo cleavage fluorescence, 5 h | activation, % at 20 µM | 350,000 compounds, 0.32% hits; in the data active means activation above about 50%
# Anthrax LF inh2: inhibitors of Bacillus anthracis lethal factor protease; multiplex microsphere protease cleavage assay, LF; inhibition, % at 10 µM; 360,000 compounds, 0.12% hits; in the data active means inhibition above about 30%; inconclusive means no clear call, values can overlap the other calls; further: plate controls were buffer without enzyme for full effect and enzyme alone for no effect
# PfHsp40 rescue: compounds rescuing yeast from Plasmodium falciparum HSP40 toxicity | 340,000 compounds, 0.68% hits | AID 504582 | S. cerevisiae expressing PfHsp40, growth rescue, ATP luminescence | growth rescue, % at 12.5 µM; in the data active means growth rescue above about 28%, passing the limit was not always enough; inconclusive means no clear call, values can overlap the other calls;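 further: yeast W303a lacking pdr1 and pdr3 grown in galactose medium; growth measured after three days at 30 °C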
# DUSP3 inh: DUSP3 (human) phosphatase inhibition; P51452; recombinant VHR phosphatase, pNPP absorbance; inhibition, % at 13.3 µM; 290,000 compounds, 0.52% hits; AID 1654; in the data active means inhibition above about 50%; further: some compounds called inactive have numbers as strong as hits
# Y pestis TopoI: inhibitors of Yersinia pestis topoisomerase I | activity, % at 10 µM | Y. pestis Topo-I cleavage product accumulation, plate reader | 360,000 compounds, 0.064% hits; in the data active means activity above about 50%, passing the limit was not always enough; inconclusive means no clear call, values can overlap the other calls; further: inactives centre near 2
# BH1578 lux ind: induces V. cholerae light production without autoinducers | V. cholerae BH1578 lux reporter, luminescence, 6 h | activation, % at 18.7 µM | 350,000 compounds, 0.16% hits; in the data active means activation mostly above about 9.7%, no sharp cut-off; inconclusive means no clear call, values can overlap the other calls; inactive means mostly below about 3.7%; further: not every result past the cut was called active; inactives centre near 0; reference of the scale not given here
# Numbers without * were called inactive; i = inactive; ? = inconclusive; · = no result given; & = joins results of further samples. Only part of the results is shown (hit frequency here may not be typical).
# Every second line gives: 3CLpro inhibitor	TcdB inh	MazF activator	Rv3671c protease	SSB-PriA inh	Anthrax LF inh2	BH1578 lux ind	PfHsp40 rescue	Y pestis TopoI	DUSP3 inh
> C=CCSc1nnc(-c2cc3c(s2)-c2ccccc2CC3)o1
 : -1	·	6	-21	-31	0	i	-0.5	40	16
> CC(=O)N1CCN(c2ccc(NC(=O)c3ccc([N+](=O)[O-])cc3Cl)cc2)CC1
 : -5	-0.2	4	4	5	1	1.0	-1.3	2	14
> O=[N+]([O-])c1ccc(-n2nncc2-c2ccc(Cl)cc2)cc1
 : 1	1.7	8	5	12	-3	i	1.8	4	27
> COc1ccc(-c2ccc(CCC(=O)O)n2CC(C)C)cc1
 : 5	·	0	-5	-6	-2	i	-0.4	7	13
> O=C(COC(=O)Cc1ccc(-c2ccccc2)cc1)NCc1ccccc1
 : 1	0.3	0	7	-14	-1	i	3.3	22	7
> O=C(CCS(=O)(=O)c1ccccc1)Nc1cccc2c1C(=O)NC2=O
 : 2	1.6	-5	4	2	0	2.8	-0.1	2	6
> O=C(c1ccc2nc(Cc3cccc(Cl)c3)oc2c1)N1CCC[C@H]1CO
 : -3	0.7	-3	5	-8	4	i	-0.7	11	-2
> Cc1ccc(Nc2oc(C)nc2C#N)cc1
 : 4	·	-16	2	-11	1	-1.7	0.1	9	21
> COCCNC(=O)C1(C)CCN(C(=O)c2cc(-c3ccccc3)cs2)C1 (stereo unspecified)
 : ·	1.7	·	·	·	4	i	·	-3	·
> Cc1ccc(NC(=O)CSc2nncn2-c2ccccn2)cc1Cl
 : 6	1.3	0	-5	-11	-4	-3.3	-1.0	3	21
> CN(c1ccccc1)c1cc(=O)[nH]c(=O)[nH]1
 : 1	1.8	-3	-3	-1	-1	-7.9	-1.4	0	2
> CCOC(=O)CC1C(=O)NCCN1Cc1ccc(OC)c(OC)c1 (stereo unspecified)
 : -3	-0.1	4	11	-2&-8	-1	i	6.4	3	25
> COc1ccccc1CNC(=O)c1ccccc1N(C)S(C)(=O)=O
 : 3	-3.3	10	-3	-4	0	-0.2	-0.8	8	6
> O=c1nc(C(F)(F)F)nc2ccccn12
 : 2	·	-4	4	-3	7	·	1.5	3	2
> O=C(NNc1nc2ccccc2s1)Nc1ccccc1
 : -3	-1.4	7	-4	-4	-2	-0.4	-0.2	-5	-8
> COc1cccc(CNC(=O)c2ccccc2NC(=O)C2=C(C)OCCS2)c1OC
 : 8	1.6	-8	-3	14	3	-0.4	-1.8	12	2
> Cc1ccc(C(=O)N2N=C(c3ccccc3O)CC2c2ccccc2)cc1 (stereo unspecified)
 : 6	1.1	2	-9	4	17	11	-2.4	-1	-15
> CCOC(=O)Cc1ncccc1C(=O)Nc1ccc(OC)cc1
 : 2	-0.8	7	1	-2	-13	0.2	0.8	18	17
> COc1cc2c(cc1OC)[C@@H](NC(=O)c1ccc(C(F)(F)F)cc1)[C@H](OCc1ccccc1)C2
 : ·	-3.6	9	·	-12	-5	-1.6	-0.5	1	·
> C=CCn1c(C)cc(C(=O)CN2C(=O)NC3(CCCc4ccccc43)C2=O)c1C (stereo unspecified)
 : 9	·	-5	-5	-3	-8	i	0.8	6	2
> CCN(CC)S(=O)(=O)c1ccc(-n2c(=O)c(C(C)C)c(C)n2C)cc1
 : 1	4.7	5	11	-8	-6	1.8	0.1	1	3
> Cc1ccc(NC(=O)C2(S(=O)(=O)c3ccc(Cl)cc3)CC2)c(Br)c1
 : -3	0.4	6	7	-25	-1	-0.2	-1.4	24	-19
> Cc1ccccc1NC(=O)Cc1nc(COC(=O)c2ccc(O)cc2O)cs1
 : 3	3.1	5	-2	-6	0	-3.6	-0.9	13	21
> Cc1ccc(C(=O)c2c3ccccc3[n+]([O-])n2CCC(=O)O)cc1
 : ·	-5.5	8	-2	-27	0	0.4	0.6	4	·
> CCOC(=O)C1=C(CP(=O)(c2ccccc2)c2ccccc2)NC(=O)NC1c1ccc(Cl)cc1 (stereo unspecified)
 : 2	·	4	-8	-23	0	i	0.2	19	-12
> O=C(COc1ncnc2cc([N+](=O)[O-])ccc12)NCc1ccc2c(c1)OCO2
 : -6	·	-1	2	-12	-1	0.0	17	-5	-6
> COC(=O)C1=C(C(=O)c2ccc(C)cc2)C(c2ccc(O)c(OC)c2)n2nnnc2N1 (stereo unspecified)
 : 5	·	-1	4	-8	5	12	-0.9	2	29
> COc1ccc(NC(=O)Cn2nnc(-c3ccccc3F)n2)cc1
 : 2	·	-7	3	-10	-1	-0.5	0.2	0	-4
> Cc1cccc(N2CCN(C(=O)c3cccs3)CC2)c1C
 : 1	2.5	-4	-2	-21	3	-0.6	0.6	22	5
> O=C(c1ccccn1)N1N=C2/C(=C/c3ccc(F)cc3)CCCC2C1c1ccc(F)cc1 (stereo unspecified)
 : 0	·	0	-8	-7	-1	-0.2	-1.7	10	0
> CC(C)C1Oc2ccccc2N(CC(=O)N2CCOCC2)C1=O (stereo unspecified)
 : -5	1.9	8	-1	-12	-5	i	-1.2	7	2
> C/C(=N\NC(=O)c1cc(-c2ccc(C)s2)[nH]n1)c1ccncc1
 : -7	0.9	12	-9	·	-12	i	2.2	7	26
> CC(C)=NNc1cc([N+](=O)[O-])cc2c1C(=O)N(C)S2=O (stereo unspecified)
 : 0	-0.6	6	-1	0	-2	1.7	-0.3	-1	-2
> CC(=O)Nc1sc2c(c1CN1CCN(c3ccccn3)CC1)CCCC2
 : -2	1.6	2	-4	8	-2	-0.2	0.5	1	1
> COc1ccc(C2=NOC3(CC(=O)N(c4ccc(F)cc4)C3=O)C2)c(OC)c1 (stereo unspecified)
 : 4	·	-6	2	-12	2	-0.3	-1.3	2	-6
> COc1cc(NC(=O)c2cccc(C)c2)c(OC)cc1NC(=O)CN1CCCCC1
 : 2	0.3	3	1	-1	0	i	-0.4	15	-5
> O=C(c1ccccc1)c1ccc2ccccc2c1
 : ·	0.3	-3	·	-31	-13	i	0.3	18	·
> CCN(C(=O)COC(=O)c1cccc(-n2cnnn2)c1)C1CCCCC1
 : 1	-1.2	-7	1	-4	-1	-0.2	-0.3	-7	17
> CN(c1ccccc1)S(=O)(=O)c1cc(C(=O)N2CCN(c3ccccn3)CC2)ccc1Cl
 : 3	·	-2	0	-20	0	·	0.6	-6	-4
> CCN1C(=O)[C@H]2[C@@H](c3ccc(C(F)(F)F)cc3)N[C@]3(CCCN(Cc4ccc(Cl)cc4)C3=O)[C@H]2C1=O
 : ·	2.8	5	·	·	1	-0.5	·	11	·

# Compound profiles (already shown). Order of screens: 3CLpro inhibitor, TcdB inh, MazF activator, Rv3671c protease, SSB-PriA inh, Anthrax LF inh2, BH1578 lux ind, PfHsp40 rescue, Y pestis TopoI, DUSP3 inh
# COc1ccc(NC(=O)Cn2nnc(-c3ccccc3F)n2)cc1 reads 2, ·, -7, 3, -10, -1, -0.5, 0.2, 0, -4
# Cc1ccc(NC(=O)C2(S(=O)(=O)c3ccc(Cl)cc3)CC2)c(Br)c1 reads -3, 0.4, 6, 7, -25, -1, -0.2, -1.4, 24, -19

# Continuation:
# Every second line gives: 3CLpro inhibitor	TcdB inh	MazF activator	Rv3671c protease	SSB-PriA inh	Anthrax LF inh2	BH1578 lux ind	PfHsp40 rescue	Y pestis TopoI	DUSP3 inh
> Cc1nn(Cc2ccc(C(=O)NC3CCCCC3)o2)c(C)c1Br
 : 4	0.3	1	-4	1	-2	i	1.3	9	4
> CC(C)(CO)CNC(=O)CCc1nnc(CCCc2ccccc2)o1
 : -3	0.4	6	1	-11	-1	·	-0.5	5	-19
> COC(=O)C(C)n1cnc2c(nnn2-c2cccc(Cl)c2)c1=O (stereo unspecified)
 : 3	0.9	-2	3	-11	6	-1.1	-1.5	?	12
> Fc1ccc(NC(=S)N/N=C/c2cccc(Br)c2)c(F)c1
 : 1	-0.5	0	-1	·	0	i	-0.1	19	14
> Cc1cc(C)c2c(CC(=O)NC3CCS(=O)(=O)C3)coc2c1 (stereo unspecified)
 : -5	-4.5	4	3	-20	-1	i	-1.3	-2	-8
> Cc1cc(Br)c(NC(=O)COC(=O)C2CC2C)c(Br)c1 (stereo unspecified)
 : 0	·	2	0	6	0	-0.1	-2.3	6	-2
> CC(C)N(C(=O)Cn1c(SCC(=O)Nc2nccs2)nc2ccccc21)C(C)C
 : -2	·	4	3	-7	10	i	-0.2	4	9
> Cc1ccc(CC2S/C(=N/N=C/c3ccco3)NC2=O)cc1 (stereo unspecified)
 : 1	7.8	1	10	·	-2	i	-1.7	-4	5
> CCCCn1nc2cc(C(=O)NCC34CC5CC(CC(C5)C3)C4)ccc2c1OC
 : 4	2.2	13	3	-6	-4	0.4	0.9	10	30
> CCC(=O)c1c[nH]c(C(=O)NCc2cccnc2)c1
 : 1	1.4	-5	5	-9	-1	-0.1	1.6	-10	31
> Cc1ccc(S(=O)(=O)N(C)C)cc1NC(=O)COC(=O)c1c(-c2ccccc2)noc1C
 : ·	-0.1	-4	4	-5	-1	0.3	0.8	24	·
> CCOC(=O)Cc1csc(NC(=O)c2cc3ccccc3o2)n1
 : 4	2.0	6	2	-21	6	i	1.1	4	-4
> CC(=O)Nc1ccc(S(=O)(=O)NC(CC(=O)O)c2ccc(C)cc2)cc1 (stereo unspecified)
 : -3	-0.8	4	5	-4	0	-0.4	-1.1	-9	21
> O=C(O)CC1Sc2ccccc2NC1=O (stereo unspecified)
 : -1	·	-2	-8	3	-1	-7.2	-1.1	-8	-8
> CCOC(=O)C1CCCN(Cc2ccc3c(c2)OCO3)C1 (stereo unspecified)
 : -1	·	1	5	-13	-1	i	1.5	13	-9
> Nc1ccc(C2(c3ccc(N)cc3)CN3CCC2CC3)cc1
 : 2	·	0	-1	14	3	-33	2.1	-4	35
> Cn1nc(C(F)(F)F)cc1C(=O)Nc1ccc(Cl)cc1
 : 1	-2.4	2	1	-24	3	i	2.3	-9	13
> Cc1cccc2cc(CN(Cc3ccc(F)cc3)C(=O)N3CCOCC3)c3nnnn3c12
 : 3	·	9	7	-11	-5	-0.4	-0.3	5	22
> O=C(NCc1ccco1)c1ccc(Cn2c(=O)c3ccccc3n(Cc3cccc(F)c3)c2=O)cc1
 : 0	·	0	-5	-18	0	i	0.2	-3	-4
> C=CCn1c(O)c(C(CC)=NCCN2CCOCC2)c(=O)[nH]c1=O
 : 1	·	-4	-6	-6	-2	-11	0.4	-4	36
> O=C(NNc1c2ccccc2nc2ccccc12)c1ccc(Cl)cc1
 : 0	-0.6	-6	-2	-3	4	-1.5	-2.2	-9	10
> CN1CCN(c2nc(-c3ccccc3Cl)nc3ccccc23)CC1
 : 2	-7.9	4	·	0	6	1.4	0.2	2	77
> O=C(NCCCN1CCOCC1)c1cn(-c2ccccc2)nc1-c1ccc(Br)cc1
 : ·	-0.6	1	-9	-5	1	-1.6	0.1	20	·
> CN(CC(=O)OCC(=O)NC1CCCC1)S(=O)(=O)c1ccc(Cl)cc1
 : ·	1.0	-9	7	-8	-12	-2.1	-2.6	-2	·
> Cc1ccc(N2CC(C(=O)N3CCc4ccccc4C3)CC2=O)cc1 (stereo unspecified)
 : 1	·	-3	8	-3	0	-1.5	-0.8	-6	3
> CCC1(c2ccc(F)cc2)NC(=O)N(CC(=O)Nc2ccc(N3CCCCC3)cc2)C1=O (stereo unspecified)
 : ·	2.0	6	7	22	-6	i	0.6	-1	·
> O=c1c2ccccc2cnn1Cc1n[nH]c(=S)n1-c1cc(Cl)cc(Cl)c1
 : 1	-1.1	2	-9	3	-2	-0.3	0.1	0	-2
> O=C1NC[C@@H](Cc2ccc(O)cc2)N(CCc2cccc(F)c2)C1=O
 : ·	1.9	5	6	-2	-7	-0.6	-1.3	-14	-1
> Cc1csc(=O)n1CC(=O)OCC(=O)c1c(N)n(C)c(=O)n(C)c1=O
 : ·	-0.4	6	2	-15	2	i	0.4	2	·
> C=CCc1cc(OC)ccc1OCCCCn1cncn1
 : -1	2.4	5	6	-10	4	-0.7	-1.5	3	13
> CCOC(=O)C1CCN(C(c2cccs2)c2sc3nc(C)nn3c2O)CC1 (stereo unspecified)
 : -2	-0.5	6	-9	-9	-7	-0.2	0.6	7	9

# Screening results: PubChem, several laboratories
